IDH1 R132H inh: human IDH1 R132H inhibition; hit rate 0.093% among 390,000; O75874; IDH1-R132H enzyme, NADPH consumption, diaphorase/resazurin fluorescence; Potency, µM (doses to about 76.6 µM), for the others: at the top dose activity change, negative = inhibition, most hits filed as inhibitors; also: % is scaled to controls: 0 for no effect and ±100 for the full control effect; nearly all actives have a fitted effect of over 65% in size
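IDH1-R132H (0.5 ug/mL) preincubated 30 min with compound, then NADPH (0.016 mM) and alpha-KG (2 mM) added; 80 min at RT, pH 7.5. Remaining NADPH coupled via diaphorase/resazurin to fluorescence (540/590 nm); concentration-response curves normalized to no-enzyme control.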
TrxR1 substrate: substrates of rat thioredoxin reductase 1; Potency, µM (top dose mostly 114 µM), without a hit: at the highest dose activity change, negative = substrate turnover; hit rate 0.01% among 390,000; purified TrxR1 substrate turnover, NADPH consumption readout; also: % is scaled to controls: 0 for no effect and ±100 for the full control effect; nearly all actives have a fitted effect of over 50% in size
Target sequence (O89049 whole entry, looked up): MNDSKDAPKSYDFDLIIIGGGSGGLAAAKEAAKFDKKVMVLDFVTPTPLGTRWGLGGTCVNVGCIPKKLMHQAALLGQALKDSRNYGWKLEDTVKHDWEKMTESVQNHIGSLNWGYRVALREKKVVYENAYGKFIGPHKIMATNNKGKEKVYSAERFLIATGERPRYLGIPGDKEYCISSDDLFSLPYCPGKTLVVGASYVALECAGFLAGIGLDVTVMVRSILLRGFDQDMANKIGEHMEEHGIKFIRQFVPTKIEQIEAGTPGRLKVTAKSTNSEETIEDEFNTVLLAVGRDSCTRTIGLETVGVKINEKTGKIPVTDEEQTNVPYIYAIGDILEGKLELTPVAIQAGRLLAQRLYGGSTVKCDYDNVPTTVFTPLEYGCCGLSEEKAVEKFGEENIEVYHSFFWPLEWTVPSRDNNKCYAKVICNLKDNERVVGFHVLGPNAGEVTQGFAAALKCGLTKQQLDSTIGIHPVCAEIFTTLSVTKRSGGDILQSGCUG
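Rat TrxR1, dispensed at 90 nM, was prereduced with 400 uM NADPH (final) for 5 min at ~22 deg C, then incubated with compound 15 min before 400 uM selenite. A first-read NADPH fluorescence drop versus no-compound background flagged substrates.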
Vif-APOBEC3G blk: blocks the Vif interaction with human APOBEC3G. Q9HC16. HeLa A3G-eYFP + Vif (tagged APOBEC3G with the HIV-1 protein that degrades it), YFP fluorescence, overnight. Potency, µM (doses to about 46.1 µM), inactives show top-dose activity, negative = active, actives largely listed as inhibitors. hit rate 0.076% among 410,000;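 also: % is scaled to controls: 0 for no effect and ±100 for the full control effect; nearly all actives have a fitted effect of over 60% in size; hits raise eYFP signal because A3G escapes Vif-driven loss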
Target sequence (Q9HC16 whole entry, looked up): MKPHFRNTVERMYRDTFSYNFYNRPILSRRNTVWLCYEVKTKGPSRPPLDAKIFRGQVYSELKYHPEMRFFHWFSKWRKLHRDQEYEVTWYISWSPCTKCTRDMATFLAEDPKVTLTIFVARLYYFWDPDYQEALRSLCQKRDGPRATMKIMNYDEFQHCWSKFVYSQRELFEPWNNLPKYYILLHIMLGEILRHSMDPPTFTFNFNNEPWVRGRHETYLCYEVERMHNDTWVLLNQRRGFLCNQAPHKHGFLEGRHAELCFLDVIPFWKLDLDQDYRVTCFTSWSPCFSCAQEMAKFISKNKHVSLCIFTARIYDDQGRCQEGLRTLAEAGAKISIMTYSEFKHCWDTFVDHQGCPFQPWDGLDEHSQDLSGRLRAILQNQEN
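Read-out is eYFP fluorescence (Ex 488/Em 500-530) from Vif-expressing HeLa A3G-eYFP cells; more signal means A3G escaped Vif-mediated degradation. Cells plated overnight, compound pinned in, incubated overnight at 37 deg C.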
USP1 inh: blocks the human USP1/UAF1 deubiquitinase complex | O94782 | recombinant USP1/UAF1, Ub-Rhodamine cleavage fluorescence | Potency, µM (doses to about 57.1 µM), for inactives: at the highest dose activity change, negative = inhibition, most hits filed as inhibitors | hit rate 0.23% among 390,000 | AID 743255; also: % is scaled to controls: 0 for no effect and ±100 for the full control effect; nearly all actives have a fitted effect of over 60% in size; inactives centre near -12
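High-throughput fluorogenic screen: 1nM USP1/UAF1 complex, Ub-Rho substrate 150nM final, 50mM HEPES pH 7.8 with 0.5mM EDTA, 0.1 mg/ml BSA, 1mM TCEP and 0.01% Tween-20.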
rTrxR1 inhibitor: blocks rat thioredoxin reductase 1; AID 588453; Potency, µM (doses to about 114 µM), without a hit: at the highest dose activity change, negative = inhibition, most hits filed as inhibitors; O89049; recombinant rTrxR1, NADPH fluorescence consumption, selenite substrate; hit rate 1% among 390,000; also: % is scaled to controls: 0 for no effect and ±100 for the full control effect; nearly all actives have a fitted effect of over 65% in size
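Rat TrxR1 (90 nM in the dispensed reagent) was pre-reduced with 400 uM NADPH for 5 min at room temperature, then incubated with compound for 15 min. After 400 uM selenite was added, NADPH fluorescence (Ex 340/Em 450 nm) was followed for 8 min.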
RGS4 inh: inhibitors of human regulator of G protein signaling 4; P49798; Transcreener GDP fluorescence polarization, RGS4-accelerated GTP hydrolysis; Potency, µM (titrated, usually from 114 µM), for inactives: top-dose activity change, negative = inhibition, usual class: inhibitors; hit rate 0.039% among 390,000; AID 504845; also: % is scaled to controls: 0 for no effect and ±100 for the full control effect; nearly all actives have a fitted effect of over 75% in size; some results filed as inactive show a strong effect at the top dose
Target sequence (P49798 whole entry, looked up): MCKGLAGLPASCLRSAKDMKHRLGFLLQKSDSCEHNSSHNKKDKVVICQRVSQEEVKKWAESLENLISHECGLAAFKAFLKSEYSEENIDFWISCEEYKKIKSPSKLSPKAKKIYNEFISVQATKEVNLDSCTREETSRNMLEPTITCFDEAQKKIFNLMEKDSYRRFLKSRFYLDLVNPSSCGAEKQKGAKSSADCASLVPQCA
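MLSMR compounds (23 nl, pin-transferred) preincubated 10 min at room temperature with a 500nM (2x) first reagent, then RGS4 at 900nM (2x) plus Transcreener GDP mix added; fluorescence polarization (620/688 nm) read before and after 90 min at 30 °C.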
Vif-APOBEC3F blk: Vif-A3F binding inhibition. HeLa A3F-eYFP + Vif (tagged APOBEC3F with the HIV-1 protein that degrades it), YFP fluorescence increase. Potency, µM (series often up to 46.1 µM), without a hit: top-dose activity, negative = active. hit rate 0.2% among 390,000; also: % of control where 0% means no effect; nearly all actives have a fitted effect of over 65% in size
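HeLa cells stably expressing A3F-eYFP plus Vif, plated and incubated overnight at 37 deg C, then exposed to compounds overnight at 37 deg C. Blocked degradation read as raised yellow fluorescence (Ex 488/Em 500-530).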
RXFP1 ag: RXFP1 (human) receptor agonism. hit rate 0.3% among 370,000. Potency, µM (doses to about 57.5 µM), for the others: top-dose activation, usual class: activators. AID 2676. Q9HBX9. HEK293T-RXFP1 cAMP TR-FRET, 30 min; response scale: percent of porcine relaxin response, buffer zero; also: % is scaled to controls: 0 for no effect and ±100 for the full control effect; nearly all actives have a fitted effect of over 60% in size; many of its hits are not listed in these tables
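Agonist response is measured as cAMP accumulation in an RXFP1-transfected HEK293T line under PDE4 inhibition. Values are scaled between buffer-only and 29 nM porcine relaxin, and EC50s come from standard Hill equation fits.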
12-LOX inh: blocks human arachidonate 12S-lipoxygenase; hit rate 1.1% among 580,000; Potency, µM (series often up to 108 µM), for inactives: at the highest dose activity change, negative = inhibition, most hits filed as inhibitors; AID 1671190; purified 12hLO, xylenol orange hydroperoxide absorbance; also: % is scaled to controls: 0 for no effect and ±100 for the full control effect
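Purified human 12hLO (150 nM final) in 25 mM Hepes, 0.01% Triton X-100, pH 7.0 was preincubated 15 min at room temperature with compound. Then 40 uM arachidonic acid was added, 30 min. Hydroperoxide was read by Fe-XO absorbance ratio 573/405 nm.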
Numbers without * were called inactive; ? = inconclusive; / = not tested or not shown; [ ] = another dose, or the depositor's remark. Calls follow the shape of the dose curve; as a rule, active = well fitted curve in the direction sought with a large enough effect; inconclusive = small, poorly fitted or top-dose-only effect, or another doubt; inactive = no such curve, though single readings can be large; an effect the other way counts as inactive or inconclusive. Potency is read from the fitted curve at half-maximal effect. These rows are one share of the data; rates above refer to the full screens.

Preview, 4 compounds:
SMILES	IDH1 R132H inh	TrxR1 substrate	Vif-APOBEC3G blk	USP1 inh	rTrxR1 inhibitor	RGS4 inh	Vif-APOBEC3F blk	RXFP1 ag	12-LOX inh
CCOc1ccc2nc(NC(=O)CSc3nc4c(c(=O)n(C)c(=O)n4C)n3C(C)C)sc2c1	-1%	-7%	0%	-7%	-6%	-6%	-3%	-0.8%	1%
COc1cccc(NC(=O)N2CCCC2C(=O)NC2CCCC2)c1 (stereo not drawn)	-14%	-5%	0%	-8%	0%	7%	1%	4.6%	2%
CC/C(O)=C1\C(=O)CC(c2ccccc2)CC1=NCCC(=O)O (stereo not drawn)	1%	-9%	-1%	-2%	-8%	22%	-6%	0.2%	39%
O=C(CSc1nnc(CNC(=O)c2ccccc2F)o1)NCC1CCCO1 (stereo not drawn)	1%	5%	0%	-5%	19%	21%	-5%	-0.2%	0%

Main list (from the top)
SMILES	IDH1 R132H inh	TrxR1 substrate	Vif-APOBEC3G blk	USP1 inh	rTrxR1 inhibitor	RGS4 inh	Vif-APOBEC3F blk	RXFP1 ag	12-LOX inh
CCOc1ccc2nc(NC(=O)CSc3nc4c(c(=O)n(C)c(=O)n4C)n3C(C)C)sc2c1	-1%	-7%	0%	-7%	-6%	-6%	-3%	-0.8%	1%
COc1cccc(NC(=O)N2CCCC2C(=O)NC2CCCC2)c1 (stereo not drawn)	-14%	-5%	0%	-8%	0%	7%	1%	4.6%	2%
CC/C(O)=C1\C(=O)CC(c2ccccc2)CC1=NCCC(=O)O (stereo not drawn)	1%	-9%	-1%	-2%	-8%	22%	-6%	0.2%	39%
O=C(CSc1nnc(CNC(=O)c2ccccc2F)o1)NCC1CCCO1 (stereo not drawn)	1%	5%	0%	-5%	19%	21%	-5%	-0.2%	0%
CCC(=O)NC(Nc1nc(C)cs1)(C(=O)OC)C(F)(F)F (stereo not drawn)	-1%	4%	1%	-16%	-25%	-4%	-1%	-0.2%	-24%
CN(CC(=O)Nc1ccc(F)cc1)C(=O)c1cc([N+](=O)[O-])ccc1N1CCOCC1	-2%	-15%	1%	-4%	-17%	-36%	-8%	0.3%	?
O=S(=O)(NCc1ccccn1)c1cccc2nsnc12	-4%	-1%[57.1 µM]	-2%	-12%	8%[57.1 µM]	21%	-7%	0.4%	32%[activator]
Cc1ccc(C)c(NC(=O)NNC(=O)CCc2ccccc2)c1	19%	0%	3%	-9%	5%	13%	4%	1.3%	21%
COc1ccc([C@@H]2[C@@H]3C(=O)N(C(C)(C)C)C(=O)[C@@H]3[C@]3(Cc4ccccc4)C(=O)N(c4ccc(C)cc4)C(=O)N23)cc1	-22%	-3%	-7%	-8%	12%	-5%	0%	-0.6%	?
O=C(NCCc1ccncc1)Nc1ccccc1Cl	-2%	9%	0%	-19%	16%	2%	-2%	-0.4%	20%
Nc1c(N(Cc2ccco2)C(=O)COc2ccccc2Cl)c(=O)[nH]c(=O)n1Cc1ccccc1	-8%	-5%	-8%	-16%	-15%	-1%	3%	2.2%	18%
COc1ccc(CCN(C)CCC(=O)Nc2cccc(C)c2)cc1OC	8%	6%	-1%	-4%	19%	30%	12%	0.0%	-2%
COc1ccc(C(=O)CCC(=O)Nc2ccc(N3CCN(C)CC3)cc2)cc1OC	11%	1%	0%	-10%	28%	3%	7%	-1.5%	13%
Cc1ccc(NC(=O)COC(=O)CCc2c[nH]c(=O)[nH]2)cc1	9%	3%	1%	-20%	-36%	-30%	2%	0.1%	0%
CC1(C(=O)N2CC3(CC(c4cccc(NC(=O)CC(c5ccccc5)c5ccccc5)c4)=NO3)C[C@@H]2C(N)=O)CC1 (stereo partly drawn)	-8%	6%[57.1 µM]	-10%	?	9%[57.1 µM]	-7%	-2%	7.7%	-15%
CC(C)(C)S(=O)(=O)c1ccc2nc3c(n2c1)CCCC3	8%	65%[activator]	1%	-6%	1%	21%	/	6.0%	-24%
COc1ccc(-c2nc3cnccn3c2NC2CCCCC2)cc1-c1cccc(Cl)c1	-17%	35%[activator]	-29%	?	23%	-6%	22µM*	/	7.9µM*
Cc1c(NC(=O)c2cccnc2C(=O)O)cccc1C(=O)O	5%	5%	1%	-8%	10%[57.1 µM]	-11%	1%	0.6%	17%
CCn1c(N2CCN(S(=O)(=O)c3ccccc3C(F)(F)F)CC2)nc2ccccc21	-5%	6%[11.4 µM]	0%	-6%	?	5%[11.4 µM]	-20%	1.1%	?
CCN(CC)C(=O)C1=C(C)N(Cc2ccc(F)cc2)C(=O)C(CC(=O)NCc2cccs2)C1 (stereo not drawn)	4%	/	-1%	-13%	/	/	4%	/	?
Oc1ccccc1Oc1ncc(Br)c(Cl)n1	0%	-17%	0%	-7%	-28%	-8%	3%	-3.1%	32µM*
CC(=O)c1ccc(N2CCN(C(=O)CCC(=O)c3cccs3)CC2)cc1	7%	-3%	1%	-19%	11%	-26%[56.9 µM]	-3%	-1.0%	-2%
O=C(c1ccc([N+](=O)[O-])cc1[N+](=O)[O-])N1CCN(C(=O)C2CCCO2)CC1 (stereo not drawn)	5%	-3%	5%	-19%	27%	1%	4%	-0.3%	1%
Cc1c(Cl)cccc1NC(=O)CSc1nc(=O)n(Cc2cccnc2)c2c1CCC2	-5%	6%[57.1 µM]	7%	-13%	14%[57.1 µM]	-14%	-8%	4.1%	0%
CSCCC(NC(=O)c1ccco1)C(=O)N1CC=C(c2ccccc2)CC1 (stereo not drawn)	7%	-15%	0%	0%	-19%	8%	-12%	-0.9%	/
Cc1cc(S(=O)(=O)NCC(c2ccccc2)c2ccccc2)ccc1-n1cnnn1	1%	-4%	0%	-8%	9%	21%	-9%	-1.0%	-1%
C#CCOCCOCCOCCNc1nc(N2CCN(C(=O)Cn3cc(CCO)nn3)CC2)nc(N2CCN(C(=O)Cn3cc(CCO)nn3)CC2)n1	-8%	4%[57.1 µM]	0%	-13%	7%[57.1 µM]	-19%	1%	/	?
CC(=O)c1cccc(NC(=O)N2CCCC2C(=O)NCc2ccc(C)cc2)c1 (stereo not drawn)	0%	-1%	2%	-12%	4%	-40%	0%	0.7%	-12%
CCOC(=O)c1cnc2nc(NCc3cccc(Br)c3)[nH]n2c1=O	7%	30%	-5%	-13%	9%	7%	0%	-0.9%	?
COc1ccc(C2/C(=C(/O)c3ccc4c(c3)CC(C)O4)C(=O)C(=O)N2CCN2CCOCC2)cc1 (stereo not drawn)	0%	3%[57.1 µM]	6%	7%	-12%[57.1 µM]	24%	9%	9.3%	-19%
O=[N+]([O-])c1c(NCCCO)cc(Sc2ccc(Cl)cc2)c2nonc12	-1%	-5%	-2%	-16%	2.8µM*	-28%	1%	-0.7%	-2%
COc1ccc(OC)c(-c2noc(N3CCN(c4cc(Cl)ccc4C)CC3)n2)c1	16%	0%	3%	-15%	21%	-38%	-1%	1.3%	0%
N/C(=N/O)c1ccccc1N1CCC(Cc2ccccc2)CC1	0%	-8%	3%	-15%	14%	9%	0%	-0.1%	3%
CCC(CC)=NNc1cccc([N+](=O)[O-])c1	2%	4%	-3%	-21%	4%	4%	-1%	0.4%	?
CCOC(=O)c1[nH]cnc1C(=O)Nc1cccc(Cl)c1	10%	0%[57.1 µM]	0%	-23%	3%[57.1 µM]	-13%	0%	3.9%	-5%
CC1(C)Cc2cccc(OCC(=O)N3CCN(S(=O)(=O)c4ccccc4F)CC3)c2O1	3%	10%[57.1 µM]	0%	-1%	9%[57.1 µM]	21%	-8%	-0.2%	-5%
Cc1cc(C)n(CCc2nc3c4ccccc4nc(SCc4ccc(Cl)cc4)n3n2)n1	-5%	-2%[57.1 µM]	-1%	-24%	10%[57.1 µM]	-8%	-3%	3.7%	-11%
CC(C)OC(=O)COc1ccc(-c2ccccc2)cc1	1%	-5%	0%	-12%	-3%	-15%	-5%	-0.9%	0%
O=C(Nc1ccc(C(=O)O)cc1)/C(=C\C=C\c1ccccc1)NC(=O)c1ccccc1Cl	2%	-21%	-7%	-9%	-22%	13%	1%	2.5%	3%
Cc1cc(C)c(S(=O)(=O)NC2CC2)c(C)c1	7%	8%[57.1 µM]	-5%	-8%	12%[57.1 µM]	-4%	-7%	1.8%	-29%
O=C(c1ccco1)N1CCN(Cc2cc(=O)c(OCc3ccccc3F)co2)CC1	2%	13%	0%	-11%	10%	11%	2%	-0.9%	-15%
COc1ccc(C)cc1/C=C/C(=O)N1CCN(S(=O)(=O)c2cccs2)CC1	1%	/	-4%	-23%	/	/	-1%	/	-77%
CC1(C)CC(N(Cc2ccco2)C(=O)Cc2ccccc2)CCO1 (stereo not drawn)	-1%	0%	2%	-27%	4%	4%	0%	0.5%	8%
CCOc1ccc(C)cc1S(=O)(=O)Nc1cccnc1	2%	2%	0%	-7%	4%	-3%	2%	/	5%
CCCC(C(=O)O)N1C(=O)/C(=C2\C(=O)N(C)c3ccccc32)SC1=S (stereo not drawn)	6%	-10%	-3%	-6%	-28%	-39%	-4%	-1.8%	0%
CCOC(=O)c1c(S(=O)(=O)N2CCCC(C(=O)Nc3cc(C)ccc3OC)C2)c(C)n(C)c1C (stereo not drawn)	-7%	-4%[57.1 µM]	1%	-6%	8%[57.1 µM]	2%	-2%	0.6%	-22%

Source: PubChem
